From PubChem
Runt-SMMHC FRET: inhibitors of RUNX1 Runt–CBFb-SMMHC binding, primary screen, biochemical, FRET, Cerulean-Runt, Venus-CBFb-SMMHC, uHTS. Runt-related transcription factor 1 (Homo sapiens) + Core-binding factor subunit beta …. inhibition, % at 20 µM. AID 1434, 2008. Cerulean-Runt/Venus-CBFb-SMMHC FRET ratio 530/480, 1 h. 220,000 compounds, 0.74% hits;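 active = mean inhibition across duplicate retests at 20 µM reaching about 50%, limit read from the data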;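 note: 0% = DMSO wells and 100% = wells with excess untagged CBFb-SMMHC; inhibitors lower the FRET ratio by blocking Runt binding to CBFb-SMMHC; some results filed as inactive read as strong as hits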
Target sequence (Q01196 whole entry, looked up): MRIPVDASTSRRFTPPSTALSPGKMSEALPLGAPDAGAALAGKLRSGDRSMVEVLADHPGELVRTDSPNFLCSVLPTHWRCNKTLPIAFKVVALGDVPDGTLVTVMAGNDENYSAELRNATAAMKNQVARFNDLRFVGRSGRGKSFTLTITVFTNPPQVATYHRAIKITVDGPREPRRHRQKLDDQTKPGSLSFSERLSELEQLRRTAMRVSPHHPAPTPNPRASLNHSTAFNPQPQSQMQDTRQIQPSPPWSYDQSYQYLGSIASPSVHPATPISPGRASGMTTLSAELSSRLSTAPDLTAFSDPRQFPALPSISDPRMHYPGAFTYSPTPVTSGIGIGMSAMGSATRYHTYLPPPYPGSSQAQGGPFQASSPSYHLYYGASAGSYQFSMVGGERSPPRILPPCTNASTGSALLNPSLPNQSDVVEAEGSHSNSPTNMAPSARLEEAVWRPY
Target sequence (Q13951 whole entry, looked up): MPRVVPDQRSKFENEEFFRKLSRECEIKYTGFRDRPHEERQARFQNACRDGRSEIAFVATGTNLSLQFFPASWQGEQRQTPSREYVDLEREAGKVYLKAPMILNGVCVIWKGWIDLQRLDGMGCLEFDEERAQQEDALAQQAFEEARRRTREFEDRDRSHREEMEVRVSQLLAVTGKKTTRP
RBBP9 inh: human RBBP9 inhibitors, primary screen, biochemical, fluorescence polarization, FP-Rh probe, HTS; Serine hydrolase RBBP9 (Homo sapiens), O75884; recombinant RBBP9; inhibition, % at 7.94 µM; 220,000 compounds, 0.2% hits;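 active = inhibition above the campaign mean of all tested compounds plus 3 SD, cut at about 14% in these data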;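 note: plate controls were DMSO wells with RBBP9 for no effect and wells lacking RBBP9 protein for full effect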
Target sequence (O75884 whole entry, looked up): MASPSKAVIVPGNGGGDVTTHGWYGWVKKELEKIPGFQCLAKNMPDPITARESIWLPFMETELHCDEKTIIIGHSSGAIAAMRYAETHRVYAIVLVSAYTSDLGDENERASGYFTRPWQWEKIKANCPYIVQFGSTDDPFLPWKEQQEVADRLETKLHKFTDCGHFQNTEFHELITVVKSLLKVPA
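Measured by – fluorescence polarization · Test system – RBBP9 protein · Input – 2.5 µM RBBP9 dispensing solution, before mixing · Measure – percent inhibition from mP, scaled between DMSO and no-protein wells · Benchmarks – DMSO-treated enzyme wells and wells lacking RBBP9 · Times – preincubation 30 min plus labeling 45 min at 25 °C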
TNF necrop inh: inhibitors of TNF-alpha triggered necroptosis, primary screen, cell-based, Jurkat FADD-/-, single concentration. Jurkat FADD-/- TNF necroptosis rescue, ATP luminescence, 24 h; 0 = TNF only, 100 = no-TNF cells. activation (protection from cell death), % at 10 µM. 220,000 compounds, 0.068% hits. AID 463075, 2010;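 active = activation, meaning protection from cell death, of at least 50% relative to plate controls; inactive = activation below 50%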;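 note: necroptosis triggered by 40 ng/mL TNF-alpha added together with compound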
PERK inhibitor: block of dimerizer-induced PERK translation repression, primary screen, PERK inhibitor project, CHO PERK-DD cells, SEAP luminescence, HTS; AID 1416, 2008; 220,000 compounds, 0.17% hits; inhibition, % at 5.6 µM; Eukaryotic translation initiation factor 2-alpha kinase 3 (Homo sapiens), Q9NZJ5; CHO PERK-DD fusion, SEAP luminescence translation reporter;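 active = inhibition above the mean inhibition of all tested compounds plus 3 SD, set separately per screening campaign, cut at about 2.9% in these data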;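 note: PERK kinase domain activated by AP20187 dimerizer at 100 nM; 0% = DMSO with dimerizer and 100% = rapamycin at 8.4 µM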
EP2 antag: human EP2 receptor antagonists, primary screen, TR-FRET cAMP, C6 glioma cells; AID 1422, 2008; 260,000 compounds, 0.52% hits; C6 glioma cells expressing human EP2; cells stimulated with saturating PGE2; Prostaglandin E2 receptor EP2 subtype (Homo sapiens), P43116; inhibition, % at 25 µM;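 active = percent inhibition above 40 after rounding to a whole number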;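 note: rat C6 glioma host cells with rolipram phosphodiesterase inhibitor present; the protocol text gives 20 µM as final concentration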
L929 necroptosis: inhibitors of zVAD-triggered necroptosis, primary screen, L929 cells. L929 zVAD necroptosis rescue, ATP luminescence, 24 h; with zVAD 60 µM. viability rescue, % at 10 µM. 220,000 compounds, 0.38% hits;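 active = activation, scaled between plate controls, above about 75%, limit read from the data; inactive = activation under that limit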;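 note: 0% = zVAD with DMSO and 100% = DMSO alone without zVAD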
Hck-Nef inh: inhibitors of Nef-activated human Hck kinase, primary screen, biochemical, Z-Lyte FRET, 384-well, Hck-YEEI. Tyrosine-protein kinase HCK (Homo sapiens), P08631. Recombinant Hck-YEEI plus Nef, Z-Lyte FRET kinase assay. inhibition, % at 20 µM. 220,000 compounds, 0.68% hits. AID 463187, 2010;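 active = Hck-Nef kinase inhibition above about 50%, limit read from the data; inactive = inhibition below that limit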;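 note: 0% = DMSO with Hck plus Nef and 100% = Hck alone without Nef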
EP2 modulator: EP2 receptor modulators, cAMP readout, primary screen, cell-based, HTRF cAMP, PGE2 stimulation | EP2-expressing cells, cAMP HTRF FRET, PGE2 co-stimulation | Prostaglandin E2 receptor EP2 subtype (Homo sapiens), P43116 | 260,000 compounds, 0.83% hits | AID 940, 2007 | induction, % at 25 µM;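 active = compounds whose cAMP rise, as percent of the full-agonist control response, exceeds 60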;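 note: rat C6 glioma line stably carrying human EP2 under a CMV promoter; the protocol text gives 20 µM as final concentration; 100% = response of wells given 1 µM PGE2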
Runt-CBFb FRET: inhibitors of RUNX1 Runt–CBFb binding, primary screen, biochemical, FRET, Cerulean-Runt, Venus-CBFb, uHTS; Cerulean-Runt/Venus-CBFb FRET ratio 530/480, 1 h; Runt-related transcription factor 1 (Homo sapiens) + Core-binding factor subunit beta …; AID 1496, 2009; 220,000 compounds, 0.46% hits; inhibition, % at 20 µM;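 active = inhibition over about 50% at 20 µM in the single-dose screen, limit read from the data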;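 note: 0% = DMSO wells and 100% = excess unlabeled CBFb competitor control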
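test system = Cerulean-tagged RUNX1 Runt domain (FRET donor) fusion protein | reagent = Venus-CBFb binding partner, 100 nM | incubation = protein complex preformed 1 h, compound exposure 1 h, room temperature, dark | detection = FRET fluorescence | read-out basis = loss of energy transfer signal | controls = 5 µM unlabeled CBFb as full-inhibition high control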
* marks the source's active call; other numbers are inactive results; nt = not tested or not shown. A portion of the library; the hit share may differ from the screen's.

SMILES	Runt-SMMHC FRET	RBBP9 inh	TNF necrop inh	PERK inhibitor	EP2 antag	L929 necroptosis	Hck-Nef inh	EP2 modulator	Runt-CBFb FRET
COc1ccc(C(C(=O)NC2CCCCC2)N(C(=O)c2sc(C)nc2C)c2ccccc2)cc1 (stereo not drawn)	4.6	-0.5	-1.1	0.6	14.5	0.6	0.0	12.5	-2.2
COc1nnc(-c2ccc(N3CCOCC3)c(NC(=O)c3ccco3)c2)c2ccccc12	-0.5	-8.0	-0.2	-0.8	19.2	-0.1	8.6	-8.3	-0.8
CNS(=O)(=O)c1ccc(NC(=O)c2cncc(Br)c2)cc1	3.6	-5.0	1.0	0.6	8.0	4.6	3.3	-9.0	0.2
CC1(C)OC(=O)C(=CNC(CCC(N)=O)C(=O)O)C(=O)O1 (stereo not drawn)	0.0	-5.1	-0.3	0.9	7.8	-0.7	3.6	10.5	-1.5
C/C(Cn1cnc([N+](=O)[O-])n1)=N/NC(=O)COc1ccccc1Cl	2.2	-6.0	1.7	2.0	3.5	-0.3	4.0	29.6	1.0
N#Cc1c(N)nc2c(c1-c1ccncc1)CCCCC2	-0.3	-1.4	-0.2	-0.4	3.7	-0.4	0.8	-10.8	-1.1
O=C(CC1C(=O)N(c2ccc(F)cc2)C(=O)N1Cc1ccccn1)Nc1ccccc1 (stereo not drawn)	2.2	9.9	-0.4	0.1	4.1	-0.6	1.1	-6.2	2.2
Nc1nc(-c2ccco2)nc(N2CCCCC2)n1	-6.2	-0.5	-2.4	0.8	10.3	-0.4	-0.3	-8.0	0.4
Cc1ccccc1OCC(=O)OCn1nnc2ccccc2c1=O	-4.4	-9.1	1.9	1.0	10.2	2.7	10.1	12.6	3.3
N=C1CCCN1CC(=O)c1cccs1	1.2	-1.5	0.3	1.2	9.3	0.4	22.4	10.7	1.1
CC1CCCCC12NC(=O)N(CC(=O)Nc1ccccc1-c1ccccc1)C2=O (stereo not drawn)	-2.1	-6.3	0.4	0.0	10.1	0.4	1.4	-3.5	2.8
Cc1csc(NC(=O)C2CCCCN2S(=O)(=O)c2ccccc2)n1 (stereo not drawn)	13.0	-3.1	-0.1	1.4	3.3	1.1	21.8	33.8	0.2
S=C(Nc1ccc(Cl)cc1Cl)Nn1cnnc1	-41.7	-0.5	0.9	1.2	5.0	-0.4	-0.2	1.2	4.0
C=CCn1c(Sc2ncc([N+](=O)[O-])s2)n[nH]c1=O	10.7	1.1	-30.0	0.4	7.9	-3.7	-13.6	-41.9	16.8
O=C(c1ccccc1)c1ccccc1C(=O)N1CCN(C(=O)c2ccccc2)CC1	3.3	-6.5	-0.3	0.4	12.4	-0.2	-5.6	14.0	-1.3
CCOc1ccc(/C=N/N2C(=O)C(CC(=O)Nc3ccc(F)cc3F)SC2=NC)cc1OC (stereo not drawn)	4.3	-10.4	-1.2	1.1	7.9	nt	14.4	-10.7	-2.9
COc1ccc(C(=O)Nc2nc(-c3ccc([N+](=O)[O-])cc3)c(-c3ccccc3)s2)cc1	nt	-0.6	-11.8	1.6	13.9	0.9	-0.2	nt	nt
COc1ccc(CCCc2nnc(SCC(=O)N/N=C\c3ccc(O)c(OC)c3)o2)cc1C	-9.2	2.1	-13.2	-0.1	5.4	-0.2	1.0	-16.1	-2.1
CCCN1C(=O)/C(=C/c2ccc3c(c2)OCO3)NC1=S	59.1	-8.3	45.6	-0.1	3.9	87.2*	-9.2	-33.5	nt
COC(=O)c1c(NC(C)=O)csc1C	-1.6	2.3	-0.1	0.8	10.1	0.6	16.6	3.3	0.4
Cc1ccc(OCC2Cn3c(nc4c3c(=O)n(C)c(=O)n4C)O2)cc1 (stereo not drawn)	-0.8	-1.0	-1.0	-0.3	14.8	0.5	-0.8	9.0	0.7
Cc1ccc(-n2ncc3c(NCC4CCCO4)ncnc32)c(C)c1 (stereo not drawn)	0.0	-9.6	-1.5	0.5	2.0	0.2	3.3	2.6	-1.5
Clc1ccc(Cn2nnc(-c3ccc(N4CCOCC4)cc3)n2)cc1	-5.0	1.9	1.8	-0.2	10.5	1.0	-2.0	-51.0	-4.8
CCCCC1=CC2=C(c3ccco3)C(=O)C(C)(OC(=O)c3ccc(OC)cc3)C(=O)C2=CN1CCCN(CC)CC (stereo not drawn)	-11.1	nt	-3.4	nt	18.6	-1.4	26.8	-12.0	-20.7
CCOc1ccc(C(O)Cc2nc3ccccc3n2C)cc1 (stereo not drawn)	-1.8	-5.5	-0.6	1.1	-2.9	-0.9	-6.8	-17.4	0.3

The list goes on; it opens with the 2 that closed the last part.
SMILES	Runt-SMMHC FRET	RBBP9 inh	TNF necrop inh	PERK inhibitor	EP2 antag	L929 necroptosis	Hck-Nef inh	EP2 modulator	Runt-CBFb FRET
CCCCC1=CC2=C(c3ccco3)C(=O)C(C)(OC(=O)c3ccc(OC)cc3)C(=O)C2=CN1CCCN(CC)CC (stereo not drawn)	-11.1	nt	-3.4	nt	18.6	-1.4	26.8	-12.0	-20.7
CCOc1ccc(C(O)Cc2nc3ccccc3n2C)cc1 (stereo not drawn)	-1.8	-5.5	-0.6	1.1	-2.9	-0.9	-6.8	-17.4	0.3
CCOC(=O)c1c(NC(=O)COC(=O)c2ccncc2)sc(C)c1C	-7.8	-6.7	0.1	0.6	3.7	3.3	29.1	20.6	-7.2
COC(=O)[C@@]1(Cc2ccc(F)cc2)[C@H]2c3cc(C(=O)N4CCCC4)n(CCc4ccccn4)c3C[C@H]2CN1C(=O)c1ccccc1	-0.2	-7.7	-2.0	-1.0	4.9	-0.5	-4.4	3.9	-1.7
CCn1nc(C(=O)OCC(=O)N2CCc3ccccc32)c2ccccc2c1=O	2.2	-6.5	-0.4	-0.4	8.3	0.6	0.9	21.0	-2.0
COc1ccccc1NC(=O)C(C)NS(=O)(=O)c1ccc(Cl)cc1 (stereo not drawn)	1.6	-2.0	-2.6	0.1	5.6	-0.1	0.5	29.0	1.8
CCCCC1=CC2=CC(=O)C(C)(OC(=O)CCc3ccccc3)C(=O)C2=CO1 (stereo not drawn)	47.6	nt	-1.3	nt	12.7	0.8	67.0*	27.6	3.1
Cn1c(NCc2ccccc2)cc(=O)n(C)c1=O	2.6	-10.7	2.9	1.0	7.5	0.0	0.5	11.7	0.4
CC1(C)CC(CCN(Cc2ccccc2)C(=O)c2ccco2)(c2ccccc2)CCO1 (stereo not drawn)	-5.0	-4.8	2.3	-0.5	5.0	-0.2	1.8	-0.1	5.2
N#CC1=C(N2CCCCC2)c2cc3c(n2C1=O)CCCC3	1.9	-8.0	-0.1	-0.7	8.3	0.5	-0.1	23.7	-3.7
Cc1cccc(C(=O)NNC(=O)/C=C/C(=O)O)c1	2.5	-2.9	1.3	0.3	2.9	4.0	19.2	-4.2	-0.8
c1ccc(-c2cc3c(NCC4COc5ccccc5O4)ncnc3s2)cc1 (stereo not drawn)	8.3	-7.3	2.6	-0.9	99.7*	3.2	5.9	-97.3	1.1
CCC(C)N1CCCC1C(=O)Nc1c(C)cc(C)cc1C (stereo not drawn)	0.4	-2.9	-1.1	1.0	9.4	0.2	6.7	-9.8	-4.1
Cc1c(Cc2ccccc2)sc(N)c1C(N)=O	-3.1	0.0	-1.9	0.5	20.0	0.0	0.2	27.2	8.8
Cc1nnsc1C(=O)NC(=O)Nc1ccc(F)c(Cl)c1	1.0	2.8	1.1	-0.3	8.4	-0.6	19.1	-72.8	3.1
COc1cc(C(=O)OCC(=O)Nc2ccc(SC(F)F)cc2)cc(OC)c1OC	-14.9	-9.2	3.3	-0.7	6.3	1.3	5.7	-33.2	-2.3
C=CCNC(=S)Nc1c(C(=O)OC)[nH]c2cc(OC)ccc12	35.2	-1.5	0.7	-1.4	21.2	0.1	-15.5	-41.2	37.9
CN(C)c1ccc(NC(=O)CN2CCC(N3CCCCC3)CC2)cc1	-0.8	7.2	-1.6	0.9	8.7	0.0	2.5	-11.7	1.5
Nc1c(Sc2ccccc2)c(=O)[nH]c(=O)n1Cc1ccccc1	nt	-2.5	0.1	0.9	-1.9	-0.1	0.5	nt	nt
CC(=O)N1CCN(c2ccc(Nc3ncnc4c3oc3ccccc34)cc2)CC1	-1.0	-4.6	-9.3	-1.4	24.4	3.3	0.3	-46.5	6.3
Oc1cccc(/C=N/NC(=S)NCCN2CCOCC2)c1O	-28.9	-9.9	-3.8	0.8	12.3	5.1	-30.9	3.5	11.7
CC(=O)NC(Cc1ccc(C)cc1)C(=O)NC1CCN(C(=O)c2cnccn2)CC1 (stereo not drawn)	0.7	-3.0	-0.3	-0.5	8.3	-0.1	-1.2	17.3	-1.5
COc1ccccc1NC(=O)CCc1nc(-c2ccccc2F)no1	-2.4	3.7	3.1	0.5	6.7	-0.3	11.4	-41.1	-1.0
COC(=O)c1ccc(Cn2c(O)c(N=O)c3ccccc32)o1	-1.3	-25.2	0.8	0.4	11.3	0.5	1.8	3.3	-0.2
COc1ccc2c(c1)C(=O)N(c1ccc(C)cc1)C(=O)C2	-10.0	3.5	0.3	-1.0	12.8	-0.1	-3.2	-1.2	-0.1
Cc1cc(C)cc(NC(=O)C(=O)NCCCN2CCOCC2)c1	1.2	-1.1	-0.7	0.6	8.8	-0.6	4.4	2.0	-0.5
Cc1ccc(-c2nnc(N(C)C(=O)c3cccnc3)s2)cc1	3.6	-2.6	-2.4	-0.3	11.4	-0.2	1.4	-17.5	nt
Cc1ccccc1CN(c1ccc(C(N)=O)cc1)S(C)(=O)=O	0.7	-10.4	0.0	0.7	15.1	0.7	-0.4	1.3	-1.8
Cc1ccc2nc(-c3ccccn3)cc(C(=O)N3CCN(c4ncccn4)CC3)c2c1	4.3	-3.4	-10.5	-1.0	10.7	-0.1	10.8	-1.8	1.9
C=CCOCCN(C)C1=NS(=O)(=O)c2cc([N+](=O)[O-])ccc21	-1.3	-5.7	-2.1	0.3	2.4	2.1	-2.8	5.1	4.6
CCOC(=O)c1cnc(SCC(=O)c2ccc(Cl)cc2)nc1N	-2.0	-10.2	-0.2	-0.3	10.9	0.3	1.3	4.9	-3.3
CCOC(=O)c1[nH]cnc1C(=O)NCc1ccccc1	0.4	3.8	-1.9	2.2	12.7	1.4	5.7	-0.5	-0.7
